LYP act – activators of human LYP (PTPN22) phosphatase. AID 697. Q9Y2R2. actives 0.11% (n = 96,000). activation, % at 2 µM. recombinant LYP, DiFMUP fluorescence; 0 = plate median, 100 = signal doubled;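 active = activation at 2 µM above a set limit, the mean plus 5 SD, cut at about 37% in these data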
Lung fibro prol – blocks proliferation of human lung fibroblasts; LL 47 human lung fibroblast viability, ATP luminescence; hits give low values; viability, % at 10 µM; actives 1.1% (n = 85,000); AID 719;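 active = viability at or below 50% in the single dose screen; inactive = viability above 50%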;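 also: compound exposure lasted 72 h before the ATP readout; 100% = median luminescence of untreated cell-only wells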
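Signal: luminescent ATP detection, CellTiter-Glo; assay system: LL 47 human lung fibroblasts; input: 1,150 cells/well; incubation: overnight cell rest, 72 h compound treatment at 37 °C; measure: % viability versus median cells-only luminescence; medium: IMEM growth medium with 15% fetal bovine serum; dosing: compound addition at 0.1% DMSO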
HUVEC inhibit – human endothelial cell proliferation inhibition; HUVEC proliferation, CellTiter-Glo luminescence, 72 h; hits give low values; AID 648; viability, % at 10 µM (by protocol); actives 1.1% (n = 86,000);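 active = viability at or below 30%; inactive = viability above 30%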;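 also: 100% = median luminescence of DMSO-only cell control wells on each plate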
PostGolgi ctrl – yeast control strain growth, post-Golgi counter-screen; efflux-deficient yeast background strain, growth absorbance A615, 16 h; inhibition, % at 10 µM; actives 5% (n = 98,000); AID 738; in the data active = inhibition above about 30%
S1P2 ag – activates the human S1P2 receptor; O95136; S1P2-expressing cell line, agonist reporter read-out; actives 0.46% (n = 97,000); AID 729; activation, % at 4.5 µM; in the data active = activation above about 16%;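 also: 0% = vehicle low control and 100% = maximal reference agonist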
Target sequence (O95136 whole entry, looked up): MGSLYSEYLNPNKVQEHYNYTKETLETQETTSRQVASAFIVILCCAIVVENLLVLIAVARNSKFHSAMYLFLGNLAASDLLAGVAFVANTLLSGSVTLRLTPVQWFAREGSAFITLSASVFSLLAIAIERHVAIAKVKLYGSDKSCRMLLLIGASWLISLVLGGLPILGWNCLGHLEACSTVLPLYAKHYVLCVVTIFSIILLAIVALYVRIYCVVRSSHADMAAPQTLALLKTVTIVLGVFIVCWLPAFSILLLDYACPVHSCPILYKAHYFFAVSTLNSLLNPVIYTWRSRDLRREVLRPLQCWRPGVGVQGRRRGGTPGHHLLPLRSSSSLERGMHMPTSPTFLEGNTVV
sEH act – increases human soluble epoxide hydrolase activity; P34913; purified human sEH enzymatic activity, activator screen; activation, % at 2 µM; actives 0.04% (n = 91,000); in the data active = activation above about 37%; also: values of inactives mirror those of a sister screen read the other way
Target sequence (P34913 whole entry, looked up): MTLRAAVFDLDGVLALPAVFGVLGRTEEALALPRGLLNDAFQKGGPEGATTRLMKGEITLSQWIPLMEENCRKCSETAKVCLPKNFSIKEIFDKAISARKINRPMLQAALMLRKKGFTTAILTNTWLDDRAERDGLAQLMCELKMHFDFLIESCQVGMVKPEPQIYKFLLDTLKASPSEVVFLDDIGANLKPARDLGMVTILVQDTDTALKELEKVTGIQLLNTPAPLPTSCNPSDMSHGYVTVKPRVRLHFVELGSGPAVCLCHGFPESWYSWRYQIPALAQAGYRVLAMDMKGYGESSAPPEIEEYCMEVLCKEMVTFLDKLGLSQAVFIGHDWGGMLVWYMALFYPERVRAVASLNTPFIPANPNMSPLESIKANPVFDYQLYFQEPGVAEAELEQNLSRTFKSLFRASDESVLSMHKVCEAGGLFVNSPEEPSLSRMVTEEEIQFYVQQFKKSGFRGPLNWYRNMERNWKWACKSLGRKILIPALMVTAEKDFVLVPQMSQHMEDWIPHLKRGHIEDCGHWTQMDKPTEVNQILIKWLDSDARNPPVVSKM
S1P2 antag – S1P2 (human) receptor antagonism; AID 736; cell-based S1P2 antagonist assay, inhibition at 5 uM; inhibition, % at 5 µM; O95136; actives 0.21% (n = 97,000); in the data active = inhibition above about 45%;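 also: CRE beta-lactamase reporter cells expressing human S1P2 stimulated with S1P; 0% = agonist at EC80 alone and 100% = agonist plus reference antagonist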
H69AR inhibit – blocks growth of human H69AR lung tumor cells. H69AR lung tumor viability, ATP luminescence, 72 h; hits give low values. viability, % at 10 µM. actives 6% (n = 85,000);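 active = viability at or below 40%; inactive = viability above 40%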;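 also: multidrug resistant small cell line overexpressing MRP-1 efflux transporter; 100% = mean luminescence of untreated control wells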
sEH inhibitor – soluble epoxide hydrolase (human) inhibition; recombinant human sEH enzymatic activity assay; inhibition, % at 2 µM; actives 0.34% (n = 91,000); AID 707; in the data active = inhibition above about 80%; also: values of inactives mirror those of a sister screen read the other way; many of its hits are not listed in these tables
The depositor's hits bear a star; nt = not tested or not shown. This is a subset (hit frequency here may not be typical).

SMILES,LYP act,Lung fibro prol,HUVEC inhibit,PostGolgi ctrl,S1P2 ag,sEH act,S1P2 antag,H69AR inhibit,sEH inhibitor
CCOC(=O)CNC(=O)C1c2cc(OC)c(OC)cc2C(=O)N(C)C1c1ccccc1F (configuration not stated),nt,100,98,0,nt,nt,nt,89,nt
COCCCNC(=O)C(F)(F)C(F)(F)C(=O)NCCCOC,3,103,94,-5,-4,-5,12,112,5
CCOC(=O)c1c(NC(=O)c2ccccc2C)sc2c1CC(C)(C)OC2,-7,94,88,5,3,13,-11,67,-12
COc1ccc(C2=NOC(C(=O)NCc3ccccc3)C2)cc1 (configuration not stated),-5,83,62,-10,2,3,-3,44,-4
Cc1ccc(Cl)cc1N1CCN(C(=O)c2cn(C)c(=O)c3c2c2ccccc2n3C)CC1,18,55,33,57*,0,-5,0,3.4*,6
CN(C)c1ncc(S(=O)(=O)c2ccc(Cl)cc2)c(-c2ccccc2)n1,2,nt,nt,23,0,-5,4,nt,2
Cc1cc(NC(=O)c2cc(-c3ccncc3)nc3c(C)cccc23)no1,-4,50,33,1,-4,-10,-36,24*,12
CCCCN1C(=O)C(NC(=O)c2cccnc2)(C(F)(F)F)C2=C1CC(C)(C)CC2=O (configuration not stated),1,103,101,11,-1,24,7,89,-25
COc1ccc(OCC(=O)OC(C)CN2CCOCC2)cc1 (configuration not stated),-3,97,89,nt,1,7,-13,91,-7
Cc1ccc(S(=O)(=O)N(CC(=O)N/N=C/c2cccc(Cl)c2)c2cccc3cccnc23)cc1,-6,nt,nt,5,-1,0,-2,nt,2

Some entries already given, limited to Lung fibro prol, S1P2 ag and LYP act:
molecule,Lung fibro prol,S1P2 ag,LYP act
COc1ccc(OCC(=O)OC(C)CN2CCOCC2)cc1 (configuration not stated),97,1,-3
CN(C)c1ncc(S(=O)(=O)c2ccc(Cl)cc2)c(-c2ccccc2)n1,nt,0,2

Following part.
SMILES,LYP act,Lung fibro prol,HUVEC inhibit,PostGolgi ctrl,S1P2 ag,sEH act,S1P2 antag,H69AR inhibit,sEH inhibitor
CN(C)c1ccc(-c2nn3c(-c4ccc(Cl)cc4)nnc3s2)cc1,nt,100,88,7,nt,nt,nt,87,nt
Cc1cccc(C(=O)Nc2onc(C)c2C#N)c1,-4,nt,nt,7,-7,4,11,nt,-2
Cn1c(=O)n(C)c2cc(NC(=O)C(F)(F)F)ccc21,0,92,87,1,-4,-4,3,97,9
O=C(CSc1nc2ccncc2[nH]1)Nc1ccccc1C(F)(F)F,nt,93,96,7,nt,nt,nt,100,nt
Cc1sc2nc(C3CC3)nc(SCC(=O)N3CC(=O)Nc4ccccc43)c2c1C,-5,nt,nt,17,-8,0,7,nt,-3
CCSc1nc(-c2ccc(OC)cc2)ccc1C#N,5,85,100,9,-1,-1,-10,81,0
NC(=O)C1(N2CCCCC2)CCN(C(=O)c2cccs2)CC1,7,92,89,2,-4,3,-3,97,-4
Cc1ccc(C)c(OCC(O)CN2CCC(C)CC2)c1C (configuration not stated),6,89,99,7,-14,-8,24,86,9
Cc1ccc(S(=O)(=O)N2CCCC2C(=O)OCc2nc3ccccc3s2)cc1 (configuration not stated),-8,91,88,10,-3,14,0,86,-14
O=S(=O)(c1ccc(Cl)cc1)N1CCN(C2CCN(Cc3ccccc3)CC2)CC1,-9,93,90,27,-3,8,0,72,-11

SMILES,LYP act,Lung fibro prol,HUVEC inhibit,PostGolgi ctrl,S1P2 ag,sEH act,S1P2 antag,H69AR inhibit,sEH inhibitor
Cc1nnc(NC(=O)c2ccc3ccccc3c2)o1,3,85,82,11,-6,19,13,56,-17
CCn1c(COc2cccc(OC)c2)nnc1SCC(=O)N1CCOCC1,2,96,93,-3,-6,0,3,97,-1
COc1ccccc1CCNC(=O)C1CCCO1 (configuration not stated),-8,105,106,19,0,0,5,95,1
O=C(COc1ccc2ccccc2c1)Nc1nc2ccccc2[nH]1,-1,98,88,1,-5,20,-18,89,-21
O=C(ON=C1CCN(c2ccc([N+](=O)[O-])cc2)CC1)c1ccccc1,1,nt,nt,16,-5,-1,5,nt,-2
COc1cccc(OCCOc2cccc(/C=N/n3cnnc3)c2)c1,18,101,104,9,0,1,4,84,-3
Cc1cc(C(=O)NC2CCCc3ccccc32)no1 (configuration not stated),nt,90,93,5,nt,nt,nt,95,nt
COc1ccccc1N(C(=O)Cn1nnc2ccccc21)C(C(=O)NCc1ccco1)c1ccc(C)o1 (configuration not stated),4,87,82,-1,-3,-1,-14,99,-1
CO/N=C/c1ccc(N2CCN(C(=O)c3cccc(Cl)c3)CC2)c([N+](=O)[O-])c1,0,nt,nt,-2,-3,11,3,nt,-9
O=C(CN1C2=NCCCN2c2ccccc21)c1cccs1,5,97,100,0,-2,5,-16,93,-5

SMILES,LYP act,Lung fibro prol,HUVEC inhibit,PostGolgi ctrl,S1P2 ag,sEH act,S1P2 antag,H69AR inhibit,sEH inhibitor
COc1cccc2cc(C(=O)N3CCN(C(=O)c4ccccc4)CC3)c(=O)oc12,17,92,94,nt,-6,-2,6,89,4
Nc1ccc(-c2ccc(N)cc2C(F)(F)F)c(C(F)(F)F)c1,7,105,105,25,-4,-28,-5,71,25
CC(C)OC(=O)c1nnn(-c2nonc2N)c1CN1CCCCCC1,2,94,99,-4,-7,-22,15,80,22
CCCCN1C(=O)C2ON(c3ccccc3C)C(c3ccco3)C2C1=O (configuration not stated),0,nt,97,25,-3,4,-11,91,-8
O/N=C(/CCc1ccccc1)C1(O)CCCCC1,1,104,100,2,-4,0,-30,94,-5
CCNC(=O)CN(c1ccccc1)S(=O)(=O)c1ccc(Cl)cc1,-1,95,101,6,-3,7,-7,107,-8
CCOC(=O)C(C)c1nc2ccccc2[nH]c1=O (configuration not stated),7,102,95,15,-1,15,-21,93,-14
COC(=O)c1cc(=O)n(CCc2ccccc2)c(=Nc2ccc(F)cc2)s1,3,88,54,10,-5,-5,9,1.3*,7
COc1ccccc1-c1nnc(NC(=O)c2ccccc2F)o1,9,88,96,7,-7,19,-15,1.9*,-16
Cc1nc2ccccc2nc1N1CCCCC1,-1,94,112,17,-2,nt,0,98,nt

SMILES,LYP act,Lung fibro prol,HUVEC inhibit,PostGolgi ctrl,S1P2 ag,sEH act,S1P2 antag,H69AR inhibit,sEH inhibitor
COc1cccc(/C=N/NC(=O)C(=O)NCc2cccnc2)c1,-3,nt,nt,4,-3,9,25,nt,-6
Cc1cccc(C(=O)N2CCCCCC2)c1,1,98,97,-8,-1,0,6,60,0
CCC(C)N(C(=O)c1csnn1)C(C(=O)NC(C)(C)C)c1ccccc1 (configuration not stated),7,98,99,6,-7,11,10,99,-8
COC(=O)c1cc(Br)c(=O)n(CCc2ccccc2)c1,4,102,97,7,-3,1,-12,91,1
COC(=O)c1ccccc1NC(=O)c1cc2ncc(Br)cn2n1,-9,94,88,12,-1,1,-3,75,-5
CCn1c(CNC(=O)c2cccc(C)c2)nnc1SCC(=O)NC1CCCCC1C (configuration not stated),-1,94,87,-11,-6,8,6,94,-4
CCc1nnc(NC(=O)CSc2nc(C3CCCCC3)nc3ccccc23)s1,5,nt,nt,-7,-4,-13,-6,nt,15
COc1ccccc1CCNCc1ccc(OC)c(OCc2ccccc2)c1,8,nt,nt,-2,-5,-4,48*,nt,7
CN(C(=O)c1cccnc1)c1nnc(-c2cnccn2)s1,8,100,88,15,-2,0,-4,83,2
CSCc1cc(N(C)C)nc(SCc2ccc(Cl)cc2Cl)n1,-9,nt,nt,15,-6,9,2,nt,-12

SMILES,LYP act,Lung fibro prol,HUVEC inhibit,PostGolgi ctrl,S1P2 ag,sEH act,S1P2 antag,H69AR inhibit,sEH inhibitor
CCN=C1SC(CC(=O)Nc2ccc(C)cc2)C(=O)N1CC (configuration not stated),-4,98,93,10,0,2,3,96,-4
Cc1ccsc1-c1ccnc(-n2cccc2)n1,4,nt,nt,3,-3,0,14,nt,3
O=C(Nc1ccc(S(=O)(=O)N2CCCc3ccccc32)cc1)C1CCCO1 (configuration not stated),3,90,77,27,-5,-8,-4,53,8
Cc1ccc(S(=O)(=O)c2nc(N3CCOCC3)sc2Cl)cc1,4,97,94,18,-5,5,23,83,-2
O=C(C/C=N/OCc1ccc(Cl)cc1Cl)c1ccc(Cl)cc1,-1,nt,nt,2,-7,16,-4,nt,-16
COC(=O)Nc1ccc(S(=O)(=O)N2CCCCC2)cc1,-4,90,83,8,-6,2,-7,86,-4
Cc1ccccc1N=C1Nc2ccccc2CS1,6,105,118,5,-2,6,-7,102,-7
O/N=C/c1ccccc1OCc1ccc(Cl)cc1,-2,nt,nt,77*,-4,-5,-1,nt,5
CCOc1cc(/C=C2/SC(=O)N(CC(=O)N3CCc4ccccc4C3)C2=O)ccc1OCC(=O)O,1,nt,nt,20,-6,-2,0,nt,7
COc1ccc2nc(NC(C)=O)sc2c1,-2,98,108,23,-6,12,1,105,-13

SMILES,LYP act,Lung fibro prol,HUVEC inhibit,PostGolgi ctrl,S1P2 ag,sEH act,S1P2 antag,H69AR inhibit,sEH inhibitor
CN(C)S(=O)(=O)c1ccc(NC(=O)c2cccnc2)cc1,0,110,89,-4,-7,-36,0,94,38
CC(C)Oc1cccc(C(=O)O)c1,3,107,100,-3,-3,7,23,106,-6
CS(=O)(=O)N1CCN(c2nc(-c3ccc(F)cc3)cs2)CC1,4,93,105,11,-1,-2,-10,88,2
O=C1CCCC(NCCCCCCNC2=C([N+](=O)[O-])C(=O)CCC2)=C1[N+](=O)[O-],-4,nt,nt,-4,-3,4,0,nt,-3
CC(=O)c1ccc2c(c1)N(C)c1ccccc1S2,-8,89,30,nt,-7,6,-4,92,-5
COc1ccc(NC(=O)NC2CC3CCCC(C2)N3Cc2ccccc2)cc1 (configuration not stated),0,98,101,10,1,-74,8,84,73
Cc1ccc(NC(=O)C2CCCN2C(=O)NC2CCCCC2)c(C)c1 (configuration not stated),-2,100,101,nt,-3,-2,-12,96,2
Cc1noc(C)c1COC(=O)c1ccccc1Sc1ccccc1C#N,30,89,104,30*,-4,1,3,89,0
NC(=O)c1c(NC(NC(=O)c2ccco2)(C(F)(F)F)C(F)(F)F)sc2c1CCCC2,7,99,80,3,-2,-2,7,90,1
NC(=O)CN1CCN(C(=O)Nc2ccccc2)CC1,nt,98,101,4,nt,nt,nt,96,nt

SMILES,LYP act,Lung fibro prol,HUVEC inhibit,PostGolgi ctrl,S1P2 ag,sEH act,S1P2 antag,H69AR inhibit,sEH inhibitor
Brc1ccc(/C=C/C=N/Nc2nc3ccccc3s2)cc1,-8,nt,nt,20,-4,2,7,nt,-1
CC(C)CC(=O)Nc1ccccc1-c1nnn(CC(=O)N2CCOCC2)n1,-1,104,93,-13,-4,-9,-7,90,11
COc1cccc(NC(=O)Nc2cccn(Cc3ccccc3)c2=O)c1,5,101,94,20,-9,-10,3,78,9
Nc1ccc(SCCN2C(=O)c3ccccc3C2=O)cc1,3,99,95,7,-4,1,13,95,0
CCC(=O)Oc1cccc(C(=O)Nc2ccc(-c3nnc(-c4ccco4)o3)cc2)c1,-7,nt,nt,-1,-3,-8,5,nt,12
CC(C)CNC(=O)CSc1nnc(-c2ccccn2)n1Cc1ccccc1,-8,93,96,5,-3,14,10,81,-17
c1cc(-c2nnc3n2CCCCC3)ccn1,3,103,105,9,1,2,-14,105,-2
CCS(=O)(=O)CCSc1nc2ccccc2s1,-4,98,87,5,-4,4,-27,93,-5
Cc1nn2c(N)csc2nc1=O,-9,92,96,1,-6,-7,18,98,6
COC(=O)c1cc(C(=O)OC)n(Cc2ccc(F)cc2)n1,7,101,92,26,-2,-5,-27,90,10

SMILES,LYP act,Lung fibro prol,HUVEC inhibit,PostGolgi ctrl,S1P2 ag,sEH act,S1P2 antag,H69AR inhibit,sEH inhibitor
Cc1ccc(C)n1-n1cnc2sc3c(c2c1=O)CCC3,3,100,99,5,-1,-16,14,99,19
Cc1c(C(=O)N2CCN(CCc3ccccc3)CC2)oc2ccccc12,nt,96,80,13,nt,nt,nt,92,nt
CCCCNC(=O)c1sc2nc(C)cc(COC)c2c1-n1cccc1,2,101,99,16,-8,-15,2,35*,17
Cc1ccc(NC(=O)CSc2nnc(CCNC(=O)OC(C)(C)C)o2)c(C)c1,-6,93,97,35*,-1,4,14,80,-5
CN(C(=O)c1ccco1)c1nc2c(s1)CCCC2,-4,99,85,16,-3,-5,-13,83,4
